Mdm2 MdmX PPI = disrupts the human Mdm2-MdmX interaction. SaOS-2 split-luciferase Mdm2/MdmX complementation, luminescence. hit rate 3% among 330,000. inhibition, % at 8 µM. O15151+Q00987;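 active = inhibition of at least 50% at 8 µM in the primary screen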
CXCR6 inh = CXCR6 (human) receptor inhibition. O00574. CHO-K1 PathHunter CXCR6 beta-arrestin, luminescence. inhibition, % at 20 µM. hit rate 0.36% among 360,000; in the data active = inhibition above about 34%, passing the limit was not always enough;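 note: antagonist mode with CXCL16 agonist at 10 nM final; 0% = 10 nM CXCL16 with DMSO and 100% = unstimulated wells without agonist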
Target sequence (O00574 whole entry, looked up): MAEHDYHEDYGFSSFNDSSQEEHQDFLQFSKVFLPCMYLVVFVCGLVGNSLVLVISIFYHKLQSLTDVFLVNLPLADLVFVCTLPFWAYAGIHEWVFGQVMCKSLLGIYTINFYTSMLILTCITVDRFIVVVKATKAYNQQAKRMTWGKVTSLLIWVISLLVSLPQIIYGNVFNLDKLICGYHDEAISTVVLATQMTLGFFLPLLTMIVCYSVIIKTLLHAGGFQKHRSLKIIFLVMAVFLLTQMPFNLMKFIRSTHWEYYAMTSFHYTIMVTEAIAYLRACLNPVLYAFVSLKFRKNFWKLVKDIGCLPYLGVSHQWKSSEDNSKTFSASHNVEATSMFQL
CHOP UPR activ = activators of apoptotic arm of unfolded protein response (CHOP); CHO-CHOP luciferase reporter, UPR activation, luminescence; percent of tunicamycin response over DMSO baseline; hit rate 0.34% among 330,000; AID 449763; activation, % at 10 µM;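 active = at 10 µM dose, activation of 40% or more, normalized to positive control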;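 note: 100% = tunicamycin at 10 µg/mL and 0% = DMSO alone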
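Test system: CHO CHOP reporter cells. Input: 500 CHO-CHOP cells per well. Medium: F12 with 10% FBS. Technique: luciferase luminescence. Measure: percent activation relative to tunicamycin control. Dosing: 10 µM compound, 0.5% DMSO. Timing: 16-18 h cell attachment, then 6 h compound exposure, 37 °C.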
tim23-1 inh = tim23-1 yeast growth inhibition. hit rate 1.3% among 330,000. inhibition, % at 20 µM. S. cerevisiae tim23-1 growth, BacTiter-Glo luminescence, 24 h;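 active = growth inhibition of the mutant yeast at or above 50%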;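 note: temperature-sensitive mutant grown at 25 °C; plate controls were DMSO-treated mutant yeast for no effect and medium wells lacking yeast for full effect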
APJ antagonist = blocks the human apelin receptor APJ. P35414. CHO-K1 APJ beta-arrestin complementation, luminescence. inhibition, % at 20 µM. hit rate 0.32% among 330,000. AID 2521;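 active = inhibition above about 40% at 20 µM, limit read from the data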;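 note: cells challenged with 10 nM apelin-13 agonist together with compound; plate controls were apelin-13 plus DMSO wells for no effect and DMSO wells lacking apelin-13 for full effect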
XBP1 UPR activ = adaptive UPR (XBP1) activation; CHO-XBP1 luciferase reporter, IRE1-XBP1 UPR activation, luminescence; percent of tunicamycin response, DMSO as zero; activation, % at 20 µM; hit rate 0.33% among 330,000; AID 463104;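 active = versus positive control, 20 µM dose yields 30% or more activation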;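 note: 100% = tunicamycin at 10 µg/mL and 0% = DMSO only wells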
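Material: IRE1-XBP1 luciferase reporter CHO line / Quantity: one thousand reporter cells per well / Buffer or medium: F12 with 10% serum / Compound: 20 µM single concentration, DMSO 1% / Times: 6 h treatment, 37 °C / Detection: Steady-Glo luciferase glow luminescence, 10 min after reagent addition / Benchmarks: tunicamycin high, DMSO low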
EBI2 antag = antagonists of human EBI2 receptor; P32249; EBI2 beta-arrestin recruitment, luminescence, 7a,25-OHC stimulated; inhibition, % at 5 µM; hit rate 0.81% among 360,000; AID 651636; in the data active = inhibition above about 38%;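 note: enzyme fragment complementation signal reports receptor beta-arrestin coupling in cells; 0% = agonist plus DMSO wells and 100% = wells without agonist; some results beyond the cut were filed as inactive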
Target sequence (P32249 whole entry, looked up, the tested form may be a part): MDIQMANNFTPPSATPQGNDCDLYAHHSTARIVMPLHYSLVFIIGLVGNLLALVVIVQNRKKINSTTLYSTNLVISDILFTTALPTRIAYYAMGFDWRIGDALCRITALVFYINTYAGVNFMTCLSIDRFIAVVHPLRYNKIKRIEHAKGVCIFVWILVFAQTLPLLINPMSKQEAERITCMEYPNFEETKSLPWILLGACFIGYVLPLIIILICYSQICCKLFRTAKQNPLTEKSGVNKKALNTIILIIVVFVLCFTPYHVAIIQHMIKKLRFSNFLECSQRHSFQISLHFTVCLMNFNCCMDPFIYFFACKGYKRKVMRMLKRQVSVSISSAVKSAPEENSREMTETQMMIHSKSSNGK
CCR6 antagonist = antagonists of human CCR6 receptor; P51684; CHO-K1 CCR6 PathHunter beta-arrestin, luminescence, CCL20-stimulated; inhibition, % at 20 µM; hit rate 0.49% among 340,000;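 active = compounds whose inhibition of the agonist-driven luminescence signal at 20 µM reaches about 50%, limit read from the data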;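 note: cells stimulated with CCL20 at 14 nM final; plate controls were DMSO with CCL20 for no effect and DMSO without agonist for full effect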
Target sequence (P51684 whole entry, looked up): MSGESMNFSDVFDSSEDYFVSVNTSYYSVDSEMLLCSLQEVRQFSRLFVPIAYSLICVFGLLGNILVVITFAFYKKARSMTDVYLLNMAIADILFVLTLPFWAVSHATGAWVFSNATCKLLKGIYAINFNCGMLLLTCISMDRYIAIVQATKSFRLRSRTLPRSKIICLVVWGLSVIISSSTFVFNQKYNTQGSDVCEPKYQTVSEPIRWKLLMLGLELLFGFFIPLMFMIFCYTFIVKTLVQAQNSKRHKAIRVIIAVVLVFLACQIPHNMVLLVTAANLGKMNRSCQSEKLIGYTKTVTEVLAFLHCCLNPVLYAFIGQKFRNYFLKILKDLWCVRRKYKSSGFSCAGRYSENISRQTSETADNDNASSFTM
APJ agonist = activates the human apelin receptor APJ; P35414; CHO-K1 APJ PathHunter beta-arrestin, luminescence; 0% DMSO wells, 100% apelin; activation, % at 20 µM; hit rate 0.11% among 330,000;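 active = activation more than six SD over the plate average, tested at 20 µM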;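 note: 0% = DMSO alone and 100% = apelin-13 at 10 nM; some results filed as inactive read as strong as hits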
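Material: CHO-K1 APJ beta-arrestin complementation cell line; Input: cell density 1000 per well; Incubation: compound stimulation 90 min at 25 °C, detection 60 min; Signal: luminescence from split beta-galactosidase complementation, Galacton Star/Emerald II substrate; Controls: DMSO-only wells as negative, 10 nM Apelin-13 as positive control.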
An asterisk follows results filed as active. This is a subset; the hit share may differ from the screen's.

Start of the data: the first 2 records (preview)
SMILES | Mdm2 MdmX PPI | CXCR6 inh | CHOP UPR activ | tim23-1 inh | APJ antagonist | XBP1 UPR activ | EBI2 antag | CCR6 antagonist | APJ agonist
COC(=O)N/N=C(\C)c1ccc2ccccc2c1OC(F)F | 17 | -10 | -0.5 | 3 | 12 | 0 | -6 | 1 | -1
Nc1c(Cl)cc(C2=NCCn3c2c2ccc(C(F)(F)F)cc2[n+]3[O-])cc1Cl | 3 | -3 | 1.2 | 6 | 14 | 0 | 9 | 6 | -1

Results (from the top)
SMILES | Mdm2 MdmX PPI | CXCR6 inh | CHOP UPR activ | tim23-1 inh | APJ antagonist | XBP1 UPR activ | EBI2 antag | CCR6 antagonist | APJ agonist
COC(=O)N/N=C(\C)c1ccc2ccccc2c1OC(F)F | 17 | -10 | -0.5 | 3 | 12 | 0 | -6 | 1 | -1
Nc1c(Cl)cc(C2=NCCn3c2c2ccc(C(F)(F)F)cc2[n+]3[O-])cc1Cl | 3 | -3 | 1.2 | 6 | 14 | 0 | 9 | 6 | -1
CC(=O)Nc1cccc(OC(=O)COc2ccc(Br)cc2)c1 | -2 | 0 | -1.0 | 11 | -3 | -3 | -10 | -4 | -4
Cc1cc(OC(=O)c2ccc(OC(C)C)cc2)c([N+](=O)[O-])c(=O)[nH]1 | 4 | 5 | 6.0 | 2 | 12 | -6 | 3 | -10 | -6
CCCN(CCC)C(=O)c1cc(S(=O)(=O)N2CCCCC2)c[nH]1 | 12 | -2 | -1.1 | 17 | 5 | -2 | 3 | 4 | -3
COc1cc(CN(CC2CCCO2)C(=O)c2ccco2)cc(OC)c1OC (stereo not given) | 14 | -2 | 2.2 | 14 | 2 | -3 | -1 | 10 | 3
O=S1(=O)CCOC[C@H](CC2CCCCC2)N1Cc1ccccc1 | -3 | -4 | 2.1 | 37 | 21 | 4 | 15 | 9 | -2
COc1ccc(S(=O)(=O)N2CCN(CCO)CC2)cc1-c1nnc2c3ccccc3c(C)nn12 | 11 | 6 | -1.7 | -8 | 14 | -2 | -2 | 2 | -3
COc1ccccc1N1CCN(c2ncc(C(=O)N3CCN(c4cccc(Cl)c4)CC3)c3ccccc23)CC1 | 33 | -4 | 7.8 | 15 | -3 | -1 | 2 | -7 | 5
Cc1ccc(NC(=O)c2cc(Cl)nc3ccccc23)cc1 | 30 | -5 | 1.1 | -17 | 6 | -1 | 9 | 12 | 0
COc1ccc(CCC(=O)Nc2cc(S(=O)(=O)N3CCCCC3)ccc2N(C)C)cc1 | 12 | -7 | -1.4 | 18 | 10 | -1 | 3 | 4 | -1
CSc1cccc(NC(C)=O)c1 | 16 | -2 | -0.6 | 1 | 0 | -2 | -1 | 0 | 2
COc1ccc(CC(=O)N/N=C(/C)c2ccco2)cc1 | -9 | 7 | -1.2 | 15 | -7 | 2 | 7 | -3 | -7
CCOC(=O)N/N=C/c1ccccc1F | -49 | -9 | 4.8 | 6 | -1 | -1 | -6 | -4 | -4
COc1ccc(/C=C(\CC(=O)O)c2nc3ccccc3o2)cc1 | 27 | -8 | 2.3 | 35 | -33 | -2 | -6 | -4 | 1
Cc1ccc(CCN2CC(C(=O)N3CCN(c4ccc(F)cc4)CC3)CC2=O)cc1 (stereo not given) | 7 | -11 | -1.3 | 23 | -4 | 0 | 25 | 9 | -4
CC(=O)Nc1ccccc1OC(C)C(=O)N1CCC(C)CC1 (stereo not given) | -4 | 0 | -1.6 | 2 | 16 | -1 | -6 | 5 | -1
COc1ccc(OC)c(CNC(=O)C(C)n2nc(C)c3c(C)n(-c4ccccc4)nc3c2=O)c1 (stereo not given) | 13 | -6 | -1.3 | -5 | 9 | -3 | 5 | 9 | -1
CC(NC(=O)C(C)(C)C)C(c1cccs1)N1CCN(Cc2ccccc2)CC1 (stereo not given) | -2 | 4 | 0.1 | 8 | -7 | 0 | -8 | 14 | -1
CCCOC(=O)c1ccc(NC(=O)C(=O)NCCN(CC)CC)cc1 | 23 | 2 | -1.9 | -3 | 2 | -1 | -1 | 4 | -2
O=C1CCCN1CC(O)CS(=O)(=O)Cc1ccccc1 (stereo not given) | 4 | 1 | 0.4 | 5 | 13 | 0 | 2 | 8 | -4
COc1ccccc1-c1nnc(-c2ccc(F)cc2)o1 | -31 | 0 | 3.6 | 18 | -1 | 1 | 5 | 16 | -3
COc1cccc(C(=O)OC(C)CN2CCCC2)c1 (stereo not given) | -14 | 6 | -1.3 | 9 | 9 | 0 | 1 | -8 | -2
COc1ccc(CC(NC(C)=O)C(=O)NC2CCN(C(=O)c3ccccc3F)CC2)cc1 (stereo not given) | 1 | 0 | 3.2 | 2 | 3 | -5 | -8 | -10 | -1
COc1ccccc1/C=C/[C@@H]1C[C@H]2CN(Cc3cccc(Cl)c3)C(=O)[C@]23CCCN13 | 20 | -8 | -0.8 | 27 | 20 | -1 | 10 | 9 | -4
CN(CC(=O)Nc1ccccc1Oc1ccccc1)Cc1ccccc1F | 8 | 0 | -0.3 | 17 | -4 | -4 | 8 | 18 | -2
Cc1ccc(C(C)C)cc1OCC(=O)N1CCN(C(=O)c2ccco2)CC1 | -9 | -13 | 0.9 | 3 | -57 | 2 | -4 | 8 | 4
O=S1(=O)N=C(N/N=C/c2ccccn2)c2ccccc21 | 10 | -7 | -2.1 | 7 | 3 | -1 | 1 | 7 | 1
O=C(O)c1ccc(COc2ccc3c4c(c(=O)oc3c2)CCC4)o1 | -10 | -5 | -4.3 | 1 | 3 | -1 | -2 | 10 | -9
O=C(C[n+]1ccc(Cc2ccccc2)cc1)Nc1ccccc1 | -8 | -6 | 1.7 | -2 | -15 | 6 | -3 | -16 | 1
O=C(CNS(=O)(=O)c1cccs1)NCc1ccc(F)cc1 | -1 | 6 | 0.5 | 2 | -25 | -2 | -4 | 10 | -2
Cc1ccc(NC(=O)CN(C)C2CCCCC2)cc1Br | 10 | 4 | -0.6 | 11 | 4 | -2 | 11 | -14 | -2
COc1ccc(/C=C/c2c([N+](=O)[O-])c(=O)n(C)c(=O)n2C)c(OC)c1OC | 26 | -13 | -1.7 | 29 | -25 | -1 | -4 | 10 | -1
Cc1ccc2c(CN3CCN(S(=O)(=O)c4ccccc4C(F)(F)F)CC3)cc(=O)oc2c1 | 12 | 0 | 3.8 | 19 | -10 | -5 | 14 | 14 | 0
COc1ccc(N2CCN(C(=O)COc3ccc4c(C)cc(=O)oc4c3)CC2)cc1 | 8 | -5 | 2.0 | -4 | 14 | -2 | -7 | 2 | -2
O=C(CNC(=O)c1nn(Cc2ccccc2)c(=O)c2ccccc12)Nc1ccc(F)c(F)c1F | 26 | 17 | 0.0 | -2 | 2 | 0 | 1 | 19 | 1
COc1ccc(O)c(C(=O)c2cc(C#N)c(=O)n(Cc3ccccc3)c2)c1 | -21 | -16 | 1.4 | 8 | -21 | -1 | -3 | -17 | -1
CCOC(=O)[C@H]1[C@H]2COc3ccc(Cl)cc3[C@@H]2N2C(=O)CN(Cc3ccc(Cl)cc3)C(=O)[C@@]12C | 15 | 1 | -0.6 | 12 | 0 | -1 | 11 | 4 | -2
CN(CC(=O)Nc1ncn[nH]1)S(=O)(=O)c1ccc(Br)cc1 | 17 | 10 | -0.1 | 6 | -13 | -3 | -4 | -6 | -4
CN(C)/C=N/C(=S)Nc1ccccc1F | 0 | 4 | 1.1 | -2 | -4 | 4 | 4 | 14 | -2
O=C(O)CCCCCNC(=O)CCn1nnc2ccccc2c1=O | 5 | 2 | -0.1 | 2 | 5 | -1 | 7 | 15 | 0
Cc1nc(NC(=O)CCc2ccccc2)ccc1Br | -31 | 4 | 3.5 | 45 | 4 | 2 | 2 | -22 | 3
COc1ccc(NS(=O)(=O)c2cccc(C(=O)N/N=C/c3cn(-c4ccccc4)nc3-c3ccc(OC)cc3)c2)cc1 | 2 | -3 | 3.4 | 6 | -2 | 0 | 15 | 0 | -2
Cc1ccc(/C=N/NC(=O)c2cc(C)oc2C)o1 | 11 | 4 | 0.1 | 13 | -11 | 0 | -8 | -1 | -2
CS(=O)(=O)c1ccc(NCCc2ccccn2)c([N+](=O)[O-])c1 | 8 | 1 | 2.2 | 2 | 27 | 5 | -3 | 16 | 4
Cc1ccc(N2CC(NC(=O)C(=O)c3c(C)[nH]c4ccccc34)CC2=O)cc1C (stereo not given) | 24 | -1 | 0.1 | -12 | 0 | -2 | -1 | 13 | 1
O=C(Nc1ccccc1C(=O)Nc1ccccc1)c1ccccc1F | 1 | 2 | 1.4 | 2 | 0 | -2 | 6 | 3 | -3
COc1ccc(N2CC(O)=C(c3nc(-c4ccc(Br)cc4)cs3)C2=N)cc1 | 71* | -3 | 15 | -28 | -7 | 58* | 5 | 8 | 0
CCC1(CC)NC(=O)N(CC(=O)N2CCN(c3ccccc3F)CC2)C1=O | -2 | -6 | 1.3 | 4 | 9 | -1 | -5 | -7 | -4
CC(=O)CSc1nc(C(F)(F)F)cc(=O)n1-c1ccccc1 | 1 | 7 | -2.0 | 22 | 19 | 1 | 7 | -3 | -3
O=C(NCc1cccnc1)Nc1cccc(Cl)c1 | 4 | -5 | 1.6 | -8 | 18 | 1 | -8 | 1 | -3
Cc1ccc(C2=NNC(C(O)C(O)C(O)CO)S2)cc1 (stereo not given) | -34 | 7 | 2.9 | 6 | 1 | 2 | 0 | -15 | -5
Cc1ccc(C(=O)NC(=S)NNC(=O)c2cccc([N+](=O)[O-])c2)cc1 | 16 | 16 | 1.1 | 23 | 24 | -5 | 3 | 30 | -1
COc1ccc(C(=O)NCc2ccc(C(=O)O)o2)cc1 | -24 | -2 | 1.6 | -15 | 13 | -3 | 5 | 0 | 1
O=C(COc1cccnc1[N+](=O)[O-])c1c[nH]c2ccccc12 | 10 | 1 | 2.0 | 14 | -1 | -1 | 2 | -4 | -2
COc1ccc(S(=O)(=O)Nc2ccc(NC(C)=O)cc2)cc1Cl | 14 | 4 | -1.7 | 23 | -7 | 0 | -12 | 8 | -4
CCOC(=O)Nc1ccc2c(c1)N(C(=O)CN1CCN3CCCC3C1)c1ccccc1CC2 (stereo not given) | 12 | 0 | -0.1 | 11 | -3 | 4 | -9 | 11 | -3
CCOC(=O)CNC(=S)N1CCn2c(nc3ccccc32)C1 | 18 | -2 | -0.6 | -7 | -3 | 0 | -5 | 2 | -1
CCOc1ccccc1/C=N/NC(=O)CNC(=O)c1ccc(S(=O)(=O)N2CCOCC2)cc1 | 15 | 5 | 7.2 | 9 | 3 | -2 | -13 | -10 | 2
C=CCn1c(=N)n(CC(=O)OC)c2ccccc21 | -17 | -3 | 1.2 | 0 | -20 | 2 | 6 | -3 | -4
O=c1ccc2cc(S(=O)(=O)N3CCN(c4ccccc4F)CC3)ccc2o1 | 25 | -8 | 0.3 | 10 | 16 | -2 | 2 | 11 | -2

High-throughput results deposited in PubChem by Sanford-Burnham Center for Chemical Genomics.
